# UBC9 SUMO inh – inhibitors of in vitro SUMOylation cascade, primary screen, biochemical, HTRF, uHTS; HTRF SUMOylation assay, SAE1/SAE2 + UBC9; inhibition, % at 35 µM; 0.36% of 290,000 active; in the data active = inhibition above about 50%, passing the limit was not always enough; also: strong numbers were not always called active
# VIM-2 inh – VIM-2 metallo-beta-lactamase inhibitors, primary screen, biochemical, epi-absorbance readout, Pseudomonas aeruginosa enzyme; purified VIM-2, nitrocefin hydrolysis, epi-absorbance fluorescence; inhibition, % at 5.6 µM; 0.89% of 290,000 active; AID 1527, 2009;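 active = inhibition above the mean of all tested compounds plus 3 SD, cutoff set per screening run, cut at about 7.5% in these data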;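 also: red hydrolysis product quenches plate fluorescence so inhibitors raise well fluorescence; 0% = enzyme with DMSO and 100% = DMSO without enzyme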
# IDE cell inh – human IDE inhibitors in live cells, primary screen, fluorescence polarization, HEK cells, FAbetaB substrate; inhibition, % at 5.59 µM; FAbetaB cleavage; 0.41% of 320,000 active; Insulin-degrading enzyme (Homo sapiens), P14735; AID 434962, 2010;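 active = percent inhibition above the average of all tested compounds plus 3 SD, set per screening campaign, cut at about 16% in these data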;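 also: IDE supplied by intact live HEK cells; FP after avidin binding of uncleaved biotin substrate so inhibition keeps polarization high; 0% = DMSO wells and 100% = 60 µM reference IDE inhibitor Ii1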
# CRFBP-R2 block – antagonists of CRF-BP/CRF-R2 complex, primary screen, cell-based, HEK293, calcium dye fluorescence, uHTS; CRF-induced calcium fluorescence; inhibition, % at 11.8 µM; 0.59% of 350,000 active; AID 588475, 2011;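 active = inhibition of the ligand-induced calcium signal above about 50% at the single tested concentration, limit read from the data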
# GalR3 antagonist – GalR3 antagonists in HEK293 cells, primary screen, cell-based, fluorescence readout; Galanin receptor type 3 (Homo sapiens), O60755; HEK293 GalR3-CNG cAMP membrane potential fluorescence; galR3 body fused to GalR1 C-terminus; inhibition, % at 3 µM; 0.44% of 360,000 active;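 active = inhibition above the screen-wide average plus 3 SD, cut at about 13% in these data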;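 also: forskolin and galanin both at EC90 stimulate the cells; cAMP rise reported by CNG channel membrane potential dye signal; 0% = forskolin plus galanin with DMSO and 100% = forskolin alone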
# NS3 helicase inh – inhibitors of HCV NS3 helicase, primary screen, biochemical, Cy5 molecular beacon fluorescence; 0.56% of 290,000 active; AID 1800, 2009; inhibition, % at 10.9 µM; NS3 helicase DNA unwinding; Hepatitis C virus NS3 helicase;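 active = inhibition above the mean of all tested compounds plus 3 SD, set per campaign, cut at about 35% in these data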;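 also: 0% = DMSO wells and 100% = thioflavine S control wells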
#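 Material: hepatitis C virus NS3 helicase domain fragment enzyme; measured by: Cy5 fluorescence, 0 and 60 min reads; control set: DMSO and thioflavine S; incubation: 60 min unwinding reaction at 25 °C after ATP addition; read-out basis: % inhibition from 60/0 min fluorescence ratio, DMSO 0%, thioflavine S 100%; repeats: singlicate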
# pCIP destab – p/CIP-EGFP fusion destabilizers, primary screen, fluorescence, F442A cells. Q05BA5. 16 h. decrease of EGFP signal, % at 10 µM. 0.01% of 290,000 active;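 active = EGFP signal decrease of at least 30% at 10 µM or well 3 SD below plate mean, unless failing retest; inactive = the rest, including hits failing retest or dose response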; also: some compounds called inactive have numbers as strong as hits; many of its hits are not listed in these tables
# Target sequence (Q05BA5 1-1403): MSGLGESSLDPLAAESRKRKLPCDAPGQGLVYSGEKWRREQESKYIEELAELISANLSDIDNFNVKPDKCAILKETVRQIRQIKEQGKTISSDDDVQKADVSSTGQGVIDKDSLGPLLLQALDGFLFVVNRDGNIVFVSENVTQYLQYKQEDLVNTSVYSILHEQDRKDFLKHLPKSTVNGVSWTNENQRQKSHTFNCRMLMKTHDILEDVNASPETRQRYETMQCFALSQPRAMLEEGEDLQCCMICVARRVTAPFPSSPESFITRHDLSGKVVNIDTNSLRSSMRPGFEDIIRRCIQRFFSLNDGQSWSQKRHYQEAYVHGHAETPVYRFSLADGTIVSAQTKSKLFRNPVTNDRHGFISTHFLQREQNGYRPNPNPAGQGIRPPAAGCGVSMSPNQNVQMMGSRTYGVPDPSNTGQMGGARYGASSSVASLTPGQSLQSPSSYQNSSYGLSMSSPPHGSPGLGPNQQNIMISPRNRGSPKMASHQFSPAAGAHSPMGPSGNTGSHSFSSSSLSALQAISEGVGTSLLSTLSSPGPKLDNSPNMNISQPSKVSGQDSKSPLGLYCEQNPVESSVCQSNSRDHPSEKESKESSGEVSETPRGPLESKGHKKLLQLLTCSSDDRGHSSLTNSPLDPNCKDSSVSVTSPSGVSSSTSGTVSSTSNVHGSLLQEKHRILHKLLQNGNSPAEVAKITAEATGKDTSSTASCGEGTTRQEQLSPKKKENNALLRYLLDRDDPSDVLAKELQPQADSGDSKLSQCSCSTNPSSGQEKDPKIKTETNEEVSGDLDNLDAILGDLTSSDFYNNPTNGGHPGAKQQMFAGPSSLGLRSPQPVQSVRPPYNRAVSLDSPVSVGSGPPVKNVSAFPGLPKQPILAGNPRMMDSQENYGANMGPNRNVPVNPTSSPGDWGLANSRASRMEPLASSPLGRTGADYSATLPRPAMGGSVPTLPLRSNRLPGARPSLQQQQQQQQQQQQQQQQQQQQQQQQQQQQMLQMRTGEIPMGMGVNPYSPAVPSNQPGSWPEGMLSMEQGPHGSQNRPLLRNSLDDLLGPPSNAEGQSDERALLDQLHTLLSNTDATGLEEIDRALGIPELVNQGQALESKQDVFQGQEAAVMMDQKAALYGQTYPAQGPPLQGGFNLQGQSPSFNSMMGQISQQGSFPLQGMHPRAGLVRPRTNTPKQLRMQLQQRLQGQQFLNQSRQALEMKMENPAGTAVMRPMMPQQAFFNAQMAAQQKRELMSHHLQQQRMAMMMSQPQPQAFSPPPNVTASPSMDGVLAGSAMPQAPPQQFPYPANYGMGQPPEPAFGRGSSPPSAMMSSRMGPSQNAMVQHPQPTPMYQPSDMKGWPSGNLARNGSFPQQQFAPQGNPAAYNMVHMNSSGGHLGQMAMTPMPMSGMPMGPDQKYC
# IMP-1 inh – IMP-1 metallo-beta-lactamase inhibitors, primary screen, biochemical, epi-absorbance readout, Pseudomonas aeruginosa enzyme; purified IMP-1, nitrocefin hydrolysis, epi-absorbance fluorescence; inhibition, % at 5.6 µM; 0.45% of 290,000 active; AID 1556, 2009;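 active = inhibition above the mean plus 3 SD of all compounds in the same screening run, cut at about 4.5% in these data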;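 also: 0% = IMP-1 with DMSO and 100% = DMSO wells lacking enzyme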
#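 System – purified recombinant IMP-1 beta-lactamase · Input – IMP-1 dispensed at 0.2 nM · Timing – 15 min preincubation plus 25 min reaction at 25 °C · Signal – Epi-absorbance fluorescence, 480 nm excitation, 530 nm emission · Measure – percent IMP-1 inhibition derived from blank-referenced optical density · Controls – Enzyme-plus-DMSO low control, enzyme-free DMSO high control · Replication – singlicate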
# IDE act – human IDE activators in live cells, primary screen, fluorescence polarization, HEK cells, FAbeta-B substrate; 0.073% of 340,000 active; FAbeta-B cleavage; 0% vehicle, 100% cell-free pure enzyme wells; activation, % at 5.96 µM;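 active = activation above the mean of all tested compounds plus 3 SD, set per screening campaign, cut at about 17% in these data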
# The depositor's hits bear a star; nt = not tested or not shown.
SMILES,UBC9 SUMO inh,VIM-2 inh,IDE cell inh,CRFBP-R2 block,GalR3 antagonist,NS3 helicase inh,pCIP destab,IMP-1 inh,IDE act
CCOC(=O)N1CCN(C(=O)CC(C(=O)N2CCc3ccccc32)n2ccnc2)CC1 (stereo not given),22,-3.3,1,8,-8,-14,-10,-3.0,9
Cc1ccc(-c2csc3ncnc(NCCN4CCOCC4)c23)cc1,6,-4.3,3,-6,-5,-6,-6,-4.3,1
Cc1c(-c2ccc(F)cc2)[n+](=O)c(-c2ccc(F)cc2)c(C)n1[O-],2,-2.3,7,-12,3,-7,2,-4.5,3
NS(=O)(=O)c1ccc(NC(=O)COc2ccc(C(=O)c3ccc(F)cc3)cc2)cc1,-7,-3.4,2,-8,0,4,-8,-1.3,3
O=C(Cn1ncc2c3ccccc3n(Cc3ccccc3)c2c1=O)NCCN1CCOCC1,0,0.5,-7,-4,-1,-34,1,-2.6,5
Nc1nnc(SCC(=O)Nc2cccnc2Cl)s1,nt,nt,-6,-1,-4,nt,nt,nt,2
COc1ccc(NC(=O)CC2C(=O)N(c3ccc(OC)cc3)C(=O)N2CCN2CCN(C)CC2)cc1 (stereo not given),23,-2.0,-3,-16,-5,-7,-2,-2.6,7
Cc1ccc(N2C(=O)C3CCC(c4ccccc4)CC3C2=O)cc1 (stereo not given),5,-2.4,-4,31,-3,-8,-2,-1.9,5
COc1ccc(NC(=O)Cn2nnc(C(=O)NCc3ccccc3OC)c2N)cc1Cl,9,-0.7,9,-21,-1,-16,-8,-2.6,0
O=c1/c(=C/c2ccc(O)cc2)sc2nc3cc(Br)cnc3n12,30,-1.5,1,nt,nt,4,-14,-3.5,nt

# Limited to pCIP destab, GalR3 antagonist and VIM-2 inh (3 entries from above):
Structure,pCIP destab,GalR3 antagonist,VIM-2 inh
Nc1nnc(SCC(=O)Nc2cccnc2Cl)s1,nt,-4,nt
COc1ccc(NC(=O)CC2C(=O)N(c3ccc(OC)cc3)C(=O)N2CCN2CCN(C)CC2)cc1 (stereo not given),-2,-5,-2.0
Cc1ccc(N2C(=O)C3CCC(c4ccccc4)CC3C2=O)cc1 (stereo not given),-2,-3,-2.4

# Further records follow.
SMILES,UBC9 SUMO inh,VIM-2 inh,IDE cell inh,CRFBP-R2 block,GalR3 antagonist,NS3 helicase inh,pCIP destab,IMP-1 inh,IDE act
O=C(NCCCNc1ccc(C(F)(F)F)cc1[N+](=O)[O-])c1ccc(F)cc1,-11,-2.7,0,2,-3,-6,2,-2.2,1
Cn1ccnc1SCC(=O)Nc1cccc(O)c1,20,-4.7,6,-8,-8,1,2,-3.3,-4
CC(C)(C)c1ccc(NC(=O)COC(=O)C2(C)CC2(Cl)Cl)cc1 (stereo not given),-20,1.3,-1,-44,-3,-14,-1,-0.8,0
COc1ccc(/C=N/NC(=O)CN(C2=NS(=O)(=O)c3ccccc32)c2ccccc2)cc1OC,5,-2.2,4,7,6,-5,-15,-0.8,1
Cc1ccccc1NC(=O)Cc1nc(COC(=O)/C=C/c2ccccc2)cs1,nt,nt,8,-2,-1,nt,nt,nt,-1
COC(=O)Cc1cc(=O)n(-c2nc3ccccc3s2)[nH]1,3,-3.2,0,-14,-11,34,0,-5.6,9
CCOC(=O)Cn1nnnc1CN(Cc1cccs1)Cc1cc2cc(C)ccc2[nH]c1=O,8,-3.3,1,-3,-5,-6,-1,-5.5,-7
O=C(CSc1cn[nH]n1)Nc1ccccc1C(=O)O,10,20*,-5,2,-8,0,-4,-1.5,4
CC(Sc1nnc(-c2ccc(Cl)cc2Cl)n1Cc1ccccc1)C(=O)Nc1nccs1 (stereo not given),6,-2.3,5,5,-6,-17,-16,-2.5,1
O=C(Nc1cccnc1)c1cccnc1,-6,-2.0,-2,7,-2,-4,-2,-2.2,5
Cc1ccc(S(=O)(=O)N(Cc2ccccc2Cl)C(=O)N2CCN(C)CC2)cc1,nt,nt,-2,-7,-2,nt,nt,nt,5
O=C(NCCc1ccc(Cl)cc1)c1cccc(N2CCCC2=O)c1,-5,-1.4,3,7,nt,2,4,-0.5,6
O=C(NC1CCSC1=O)c1ccc(Oc2ccc(F)cc2)nc1 (stereo not given),-32,-1.2,-3,-2,4,5,7,-2.3,1
COc1ccc(OC)c(N(CC(=O)NCc2ccncc2)S(C)(=O)=O)c1,10,-0.4,-1,-4,-3,-11,-6,-2.6,-3
CCNc1nc(NCC)n2c(SC(C(=O)Nc3cc(C)ccc3C)c3ccccc3)nnc2n1 (stereo not given),-13,-0.1,0,-13,5,-8,-2,0.3,4
CC1(C)c2ccccc2N2CCC(=O)NC21/C=C/c1ccco1 (stereo not given),16,-2.3,8,-19,-7,22,-24,-1.6,-2
COCCNC(=O)CSc1cc(-c2ccccc2)c2ccc(OC)cc2n1,8,-2.4,5,17,-5,-12,5,-1.8,-11
COc1cccc(NC(=O)NCc2ccccn2)c1,-9,-1.3,0,-12,3,4,-8,-1.4,-2
Cc1cc2nc(SCCOC(=O)Nc3cccc(Cl)c3)nc(C)c2cc1C,-25,0.3,2,-38,-9,6,1,-2.8,1
COc1cccc(/C=N/Nc2ccc([N+](=O)[O-])cn2)c1O,-58,-2.2,2,4,-13,13,2,-3.0,6
CC(=O)Nc1ccc(-c2nc3ccccc3o2)cc1,10,-1.2,1,12,-4,-6,-12,-3.6,-5
c1cn(C23CC4CC(CC(C4)C2)C3)cn1,13,-2.3,1,-6,-1,9,-7,-1.3,-1
COc1ccc(OC)c(C(c2c(O)nc(SC)[nH]c2=O)c2c(O)nc(SC)[nH]c2=O)c1,16,0.2,5,9,-3,7,-10,-3.2,3
O=C(C[n+]1cc(-c2ccccc2)n2c1CCC2)Nc1nc(-c2ccccc2)cs1,13,-0.9,2,27,-3,-62,-3,-4.9,2
Clc1cccc(Cl)c1C1Nc2cccc3cccc(c23)N1,56*,-1.8,6,1,-7,75*,-20,-0.4,-2
CC1NC(C)(C)Cc2c1ccc1ccccc21 (stereo not given),0,-2.7,-1,6,-9,-2,-4,-1.9,3
COc1ccc(C(=O)Nc2ccc(C(F)(F)F)n(C)c2=O)cc1,-7,-2.8,3,6,-3,4,-4,-2.5,-1
CCOc1ccc(C(=O)Nc2cc(C)c3c(=O)oc4ccccc4c3n2)cc1,1,0.2,2,7,0,-7,2,-2.3,2
C=CCC[C@H](Cc1ccc(F)cc1)C(=O)OC[C@H](Cc1c[nH]c2ccccc12)NC(=O)[C@H](CC=C)CC(=O)N[C@H](CO)Cc1ccccc1,nt,nt,-4,-1,-12,nt,nt,nt,3
O=C(/C=N/O)Nc1ccc(F)cc1,-3,-2.9,2,10,1,-3,-10,-2.5,8
CC(Sc1nncn1C)C(=O)Nc1cc(C(F)(F)F)ccc1N1CCOCC1 (stereo not given),5,-0.5,1,-13,-2,-2,-2,-1.6,0
CN(C)S(=O)(=O)n1cc(/C=C(\NC(=O)c2ccccc2F)C(=O)NCCCn2ccnc2)c2ccccc21,-10,-3.6,nt,-2,1,-70,-14,-3.2,4
COc1ccc(C(=O)N=c2sc3c(C)ccc(OC)c3n2C)cc1,6,-1.3,1,8,nt,-6,3,-0.4,0
CCCNC(=O)COc1coc(CN2CCN(C(=O)c3ccco3)CC2)cc1=O,nt,nt,2,-2,-4,nt,nt,nt,2
CS(=O)(=O)c1ccc(Cl)c(NC(=O)CSc2nncn2-c2ccccc2)c1,3,-2.4,2,-16,-4,6,-12,-3.0,-1
Cc1ccc(S(=O)(=O)NC2c3cccc4cccc(c34)C2Sc2n[nH]c(N)n2)cc1 (stereo not given),-14,-3.6,2,-32,-2,1,-14,0.7,-3
COc1ccc(CCN2C(=O)CC(N3CCN(c4ccccn4)CC3)C2=O)cc1OC (stereo not given),-13,-3.0,2,1,-6,-4,-9,-1.7,-4
Cc1c(Cl)cccc1NC(=O)N1CCN(C(=O)c2ccco2)CC1,-12,-1.6,-1,-9,5,8,-8,-2.1,2
COc1cccc(NS(=O)(=O)c2ccc3c(c2)NC(=O)CC(=O)N3)c1,-4,-1.6,3,1,0,6,6,-0.9,0
O=C(OCc1ccc2c(c1)OCO2)c1cccc(S(=O)(=O)N2CCCCC2)c1,16,-3.9,-4,-10,-6,-1,-10,-1.4,3
CC1CCCN(C(=O)C2CCN(S(=O)(=O)c3cccc4cccnc34)CC2)C1 (stereo not given),26,-4.0,12,19,2,-1,-3,-3.4,-9
CCN(CC)C(=O)C(=O)c1cc(C)n(-c2ccc(F)cc2)c1C,7,-1.9,2,-12,4,0,-4,0.3,2
CCOC(=O)N1CCC(NC(=O)C(CC(C)C)NC(=O)C2CCCCC2)CC1 (stereo not given),0,-0.7,3,4,-1,-8,-8,-2.0,-2
NC(=O)CN1CCOCCOCCN(CC(N)=O)CCOCCOCC1,4,-1.2,6,-17,1,4,10,-2.3,-1
O=C(Cc1ccccc1)NS(=O)(=O)c1ccc(N=NN2CCOCC2)cc1,8,-1.3,-3,37,3,2,7,0.4,6
NC(=O)C1CCN(c2ccc(S(=O)(=O)N3CCCCC3)cn2)CC1,-4,-0.8,2,-1,-3,5,0,-2.2,6
CCOC(=O)/C(C#N)=C1/C=Cc2ccccc2N1CC,21,-3.6,-4,13,0,4,2,-3.1,1
CC(C)CC(=O)Nc1c2c(nn1-c1cccc(Cl)c1)CS(=O)(=O)C2,14,-1.9,0,9,-11,10,-9,-2.8,-1
CCC1Oc2ccc(C)cc2N(CC(=O)NCc2ccco2)C1=O (stereo not given),4,-1.8,1,15,-8,-1,-2,-0.6,6
O=C(Nc1ccccn1)c1ccc2c(c1)S(=O)(=O)c1ccccc1C2=O,-7,-0.5,-1,-2,1,-4,-6,-4.3,-5

# Additional results follow.
SMILES,UBC9 SUMO inh,VIM-2 inh,IDE cell inh,CRFBP-R2 block,GalR3 antagonist,NS3 helicase inh,pCIP destab,IMP-1 inh,IDE act
COCCN(Cc1cc2cc3c(cc2[nH]c1=O)OCO3)C(=O)c1cccs1,8,-1.8,nt,nt,nt,4,-1,-3.0,nt
O=C(N/N=C/c1cccc2ccccc12)c1n[nH]c2c1CCCC2,33,-3.5,7,15,-6,-9,-1,-4.3,6
Cc1ccc(NC(=O)Nc2ccc(C(=O)N3CCOCC3)cc2)cc1,11,-1.5,0,-8,-3,2,-8,1.6,3
Cc1cc(N2C(=O)CC(N3CCN(C(c4ccccc4)c4ccccc4)CC3)C2=O)no1 (stereo not given),-15,-1.1,6,11,-2,3,0,-4.9,1
CCOc1ccc(N(CC(=O)Nc2ccc3c(c2)OCCO3)S(=O)(=O)c2c(C)noc2C)cc1,-14,-1.4,-1,10,-1,3,-20,-0.7,4
